GPR7 antagonist – antagonists of human GPR7 (neuropeptides B/W receptor 1); P48145; GPR7-expressing cells, fluorescence antagonist assay; inhibition, % at 4.4 µM; 290,000 compounds, 1.1% hits; in the data active = inhibition above about 16%, passing the limit was not always enough;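 also: cells stimulated with the agonist NPW; 0% = agonist with vehicle and 100% = vehicle without agonist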
Target sequence (P48145 whole entry, looked up): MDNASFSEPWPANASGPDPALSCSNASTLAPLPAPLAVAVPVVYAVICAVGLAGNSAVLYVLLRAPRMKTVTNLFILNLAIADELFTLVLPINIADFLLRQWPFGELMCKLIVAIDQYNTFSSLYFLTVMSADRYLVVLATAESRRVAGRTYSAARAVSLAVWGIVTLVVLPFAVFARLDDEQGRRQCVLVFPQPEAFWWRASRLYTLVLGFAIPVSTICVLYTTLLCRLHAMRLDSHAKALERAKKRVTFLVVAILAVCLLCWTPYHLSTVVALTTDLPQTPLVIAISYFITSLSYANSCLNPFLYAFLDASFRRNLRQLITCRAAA
TAAR1 antag – human TAAR1 antagonism; Q96RJ0; 360,000 compounds, 1.5% hits; CHO RD-HGA16 TAAR1, Fluo-8 calcium fluorescence, antagonist; inhibition, % at 3 µM;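 active = inhibition above a per-plate cutoff, the mean inhibition of test compounds on that plate plus 3 SD, cut at about 49% in these data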;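 also: 0% = DMSO plus EC80 beta-PEA response and 100% = DMSO alone without agonist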
Target sequence (Q96RJ0 whole entry, looked up): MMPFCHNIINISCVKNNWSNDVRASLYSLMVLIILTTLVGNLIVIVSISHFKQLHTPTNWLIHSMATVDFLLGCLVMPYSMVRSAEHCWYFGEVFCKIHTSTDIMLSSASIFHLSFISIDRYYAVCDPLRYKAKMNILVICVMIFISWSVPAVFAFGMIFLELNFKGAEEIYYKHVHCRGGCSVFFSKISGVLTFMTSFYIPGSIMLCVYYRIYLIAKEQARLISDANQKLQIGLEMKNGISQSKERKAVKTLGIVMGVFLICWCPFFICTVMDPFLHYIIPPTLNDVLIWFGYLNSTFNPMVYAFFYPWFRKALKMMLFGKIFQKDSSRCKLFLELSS
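Material: RD-HGA16 CHO cells with stable hTAAR1 and Gα16; Dosing: single nominal final test compound concentration of 3 µM; Schedule: seeding 17-24 h prior, 75-min 37 °C, 30-min RT dye loading; Detection: kinetic Fluo-8 calcium fluorescence measurement; Measure: % inhibition from peak post-agonist over basal fluorescence ratio; Benchmarks: vehicle and agonist controls.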
CHO parental Ca – counter-screen for OX1R antagonists: effect in parental CHO cells; parental CHO-K1, ATP-induced calcium, Fluo-8 fluorescence; inhibition, % at 5.6 µM; 330,000 compounds, 0.63% hits; AID 463079;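 active = inhibition above that plate's mean sample inhibition plus 3 SD, cut at about 26% in these data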;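 also: 0% = ATP-challenged DMSO wells and 100% = DMSO wells without ATP; some compounds past the cut are filed as inactive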
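Test system: parental CHO cells; detection: calcium-sensitive Fluo-8 fluorescence; evaluation: percent inhibition of calcium signal; also added: ATP as calcium-mobilizing challenge; repeats: one well per compound; control set: ATP-challenged DMSO wells low, unchallenged DMSO wells high; compound: single nominal dose of 5.6 µM per compound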
M1 ag parental – nonselective activator or artifact in parental CHO-K1 cells; 360,000 compounds, 0.48% hits; activation, % at 3 µM; Fluo-8 calcium fluorescence; scaled to maximal ATP response, vehicle zero; AID 602248; in the data active = activation above about 15%;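 also: untransfected CHO-K1 host cells lacking M1 receptor as counterscreen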
CHO-K1 Ca antag – nonselective inhibitor or artifact in parental CHO-K1 cells; ATP-induced calcium, Fluo-8 fluorescence; 360,000 compounds, 0.6% hits; inhibition, % at 3 µM;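 active = inhibition above a per-plate cutoff, the plate's mean sample inhibition plus 3 SD, cut at about 24% in these data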;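 also: 0% = DMSO plus EC80 ATP and 100% = DMSO alone without ATP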
M1 PAM parental – M1 PAM counterscreen hit in parental CHO-K1 cells | AID 602247 | 360,000 compounds, 0.02% hits | ATP EC20, Fluo-8 calcium fluorescence; 0% at ATP EC20, 100% at ATP max | activation, % at 3 µM;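 active = activation above the run cutoff, the mean activation of all test compounds plus 3 SD, cut at about 40% in these data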;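 also: peak over basal fluorescence ratio in a 140 s read after ATP addition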
OXTR potentiator – potentiates the human oxytocin receptor response; AID 2445; activation, % at 3 µM; CHO-OTR cells, Fluo-8 calcium fluorescence, potentiator mode; 0% = oxytocin EC15, 100% = EC100; P30559; 320,000 compounds, 0.061% hits;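 active = activation above that plate's cutoff, the mean activation of tested compounds plus 3 SD, cut at about 6.6% in these data, passing the limit was not always enough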;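 also: 100% uses oxytocin at 75 nM as the full agonist control; some results filed as inactive read as strong as hits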
Target sequence (P30559 whole entry, looked up): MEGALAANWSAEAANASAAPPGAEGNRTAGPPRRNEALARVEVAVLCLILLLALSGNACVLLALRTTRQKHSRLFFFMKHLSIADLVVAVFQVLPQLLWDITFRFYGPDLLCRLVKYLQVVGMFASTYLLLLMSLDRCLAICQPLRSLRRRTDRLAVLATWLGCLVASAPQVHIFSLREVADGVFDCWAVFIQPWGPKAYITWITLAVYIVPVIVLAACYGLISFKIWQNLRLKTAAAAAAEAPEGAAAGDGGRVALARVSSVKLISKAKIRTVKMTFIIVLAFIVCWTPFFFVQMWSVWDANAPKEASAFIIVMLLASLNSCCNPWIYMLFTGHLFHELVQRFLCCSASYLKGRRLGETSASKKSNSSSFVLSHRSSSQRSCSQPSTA
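test system = CHO-OTR cells, human receptor | compound = single-point 3.0 µM | schedule = 6 min compound pre-incubation at room temperature, 100 s kinetic read | signal = Fluo-8 no-wash calcium dye fluorescence, excitation 470-495 nm, emission 515-575 nm | repeats = single well per compound, singlicate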
OXTR agonist – human OXTR agonism; CHO-OTR cells, Fluo-8 calcium fluorescence; normalized: DMSO 0%, oxytocin 100%; P30559; activation, % at 3 µM; 320,000 compounds, 0.32% hits;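 active = activation above the mean of all tested compounds plus 3 SD, cutoff set per screening run, cut at about 20% in these data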;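 also: peak over basal fluorescence ratio from a 100 s FLIPR kinetic read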
V1aR counter – V1a receptor agonism, counter-screen for OXTR agonists; P37288; CHO-V1R cells, Fluo-8 calcium fluorescence, agonist mode; 0% DMSO, 100% 3 nM vasopressin; activation, % at 3 µM; 320,000 compounds, 0.25% hits;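 active = activation above the mean activation of all tested compounds plus 3 SD, per screening run, cut at about 20% in these data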;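 also: signal is peak over basal fluorescence ratio across a 100 second FLIPR read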
* marks the source's active call; other numbers are inactive results; x = not tested or not shown.

canonical_smiles,GPR7 antagonist,TAAR1 antag,CHO parental Ca,M1 ag parental,CHO-K1 Ca antag,M1 PAM parental,OXTR potentiator,OXTR agonist,V1aR counter
O=C1CC(c2ccccc2)n2nc(NC(=O)C3CCCO3)nc2N1 (stereo not drawn),-13,-5,3,1.4,0,8,-9,0.0,0.7
CC1(C)C(=O)Nc2ccccc2N1C(=O)COC(=O)CSc1ccc(Cl)cc1,x,41,-26,2.5,-10,-5,-2,0.8,3.7
COc1ccccc1-n1c(SCC(=O)Nc2ccccc2F)nc2[nH]ncc2c1=O,12,-18,-4,1.4,0,12,-5,0.6,0.6
O=C1OCCC1Sc1nc(-c2ccccc2)cs1 (stereo not drawn),6,-8,-15,-0.1,17,-3,-12,-2.2,-0.6
CC(C)(C)C(=O)Nc1nnc(SCC(=O)NC2CCCCC2)s1,-15,6,-16,1.6,-5,12,2,0.4,1.0
CCOC(=O)C1CCN(C(=O)CCS(=O)(=O)c2ccc3c(c2)CCN3C(C)=O)CC1,5,-9,-7,0.5,-16,-3,-16,0.1,3.4
COc1ccc([C@@H]2[C@@H]3C(=O)N(C(C)(C)C)C(=O)[C@@H]3[C@]3(Cc4ccccc4)C(=O)N(c4ccccc4)C(=O)N23)cc1,x,4,-26,-0.1,-14,10,1,5.1,-0.3
O=C1Cc2cc(S(=O)(=O)Nc3cccc([N+](=O)[O-])c3)cc3c2N1CCC3,3,10,6,2.3,1,2,-9,4.5,6.4
CN(CC(=O)Nc1cccc(F)c1)CC(=O)N1CCc2ccccc21,x,-10,-18,-0.3,-7,-8,-5,0.4,2.2
CC(C)OC(=O)N(C)C[C@@H]1OCc2cn(nn2)CCCC(=O)N([C@@H](C)CO)C[C@H]1C,x,-15,x,0.1,-1,5,x,x,x
OC1(c2ccccc2F)CCN(Cc2nnnn2Cc2ccc(F)cc2)CC1,10,24,-27,0.6,-6,7,-14,3.2,1.6
O=C(O)CCCn1cc(NC(=O)c2ccc(Br)o2)cn1,-11,22,5,0.5,-2,10,-9,0.5,0.9
COC(=O)[C@]12CCCCC=C1N(Cc1ccco1)C(=O)[C@H](CC(=O)NCc1ccc(OC)c(OC)c1)C2,x,6,x,3.5,-10,0,x,x,x
CC(=O)c1ccc(S(=O)(=O)N2CCN(C(=O)c3cccc(S(=O)(=O)N4CC(C)OC(C)C4)c3)CC2)cc1 (stereo not drawn),x,-12,x,1.6,-11,-6,x,x,x
Cn1c(=O)c2c(nc(N3CCOCC3)n2Cc2c(F)cccc2Cl)n(C)c1=O,-3,-9,-7,0.3,-18,9,-6,-0.5,0.0
O=C(CN1C(=O)NC2(CCCCCC2)C1=O)Nc1ccc(S(=O)(=O)N2CCOCC2)cc1,-6,-9,-8,-0.2,-5,4,2,0.7,0.1
COc1ccccc1NS(=O)(=O)c1ccc(N/N=C/c2c(C)nn(-c3ccccc3)c2N2CCCC2)c([N+](=O)[O-])c1,2,-25,-14,0.9,-2,16,-6,-1.1,3.0
O=C(NNc1ccccc1[N+](=O)[O-])Nc1ccc(Cl)c(Cl)c1,-11,-5,12,13,21,6,-11,14,13
CC(C)(C)n1nnnc1C(c1cccnc1)N(Cc1ccccc1)Cc1ccco1 (stereo not drawn),-8,-17,-28,-0.3,-1,24,-7,-1.6,-1.8
Cc1ccc(-c2nn3c(C)nnc3s2)cc1NCc1c(F)cccc1Cl,7,18,-17,1.0,-9,3,-2,-0.4,-0.1
CO/N=C/NC(=O)c1cn(-c2ccc(F)cc2)c(=O)c2ccccc12,3,1,0,-0.2,17,-7,7,0.0,0.5
FCCCOc1ccc(-c2nccc(-c3ccc(F)cc3)n2)cc1,-12,-8,-32,0.6,-21,11,-10,-1.8,0.8
COc1ccccc1C(=O)ON=C1c2ccccc2-c2ccccc21,-13,-23,4,0.7,-5,15,8,1.2,0.9
Cc1ccc(NC(=S)N2CCC(N(C)CC3CCCO3)CC2)c(C)c1 (stereo not drawn),-6,11,-6,3.2,-4,23,0,0.5,-0.2
O=C(O)CC1CCC(=C(Cl)Cl)C1 (stereo not drawn),2,-2,-3,0.0,2,0,-3,0.3,1.1

(more compounds)
canonical_smiles,GPR7 antagonist,TAAR1 antag,CHO parental Ca,M1 ag parental,CHO-K1 Ca antag,M1 PAM parental,OXTR potentiator,OXTR agonist,V1aR counter
O=C(Nc1ccccc1F)C(c1ccccc1)c1ccccc1,x,-13,-23,13,0,18,8,-2.9,-0.9
O=C(CCc1c[nH]c2ccccc12)NCc1cccc(Cl)c1,7,8,-14,1.1,-19,12,-8,0.4,1.2
COc1cccc(CCC(=O)N2CCC(n3nccc3NC(=O)CC(C)C)CC2)c1,-15,1,-13,0.1,2,-11,0,0.0,1.0
O=C(Nc1ccccc1C(=O)O)c1cccc(NC(=O)c2ccccc2Cl)c1,-4,-32,-3,4.9,-1,26,2,-1.0,0.7
CCC(=O)Nc1cccc(C(=O)/C=C/c2cc(Br)ccc2OC)c1,14,29,-30,2.3,10,-4,-19,1.1,2.1
Cc1cccc(S(=O)(=O)c2c(N)n(/N=C/c3ccccc3)c3nc4ccccc4nc23)c1,6,8,0,-0.4,2,7,1,1.0,-0.4
CC(=O)c1cc2c(cc1NC(=O)Cn1nc(-c3ccc(C)cc3)ccc1=O)OCO2,5,-7,-11,-0.2,10,11,-4,-0.3,1.1
COc1ccc(C(CC(=O)c2ccc(C)cc2)Nc2ccc([N+](=O)[O-])cc2)cc1 (stereo not drawn),-3,8,-14,15*,14,18,-11,-0.9,-0.2
O=C(COc1ccc(F)cc1)NCC1CCCO1 (stereo not drawn),0,-12,-16,0.3,-5,14,-11,0.6,0.1
COc1ccc(C(c2nnnn2C2CCCC2)N2CCN(C3CCCC3)CC2)cc1OC (stereo not drawn),-6,-9,-4,-0.2,3,20,-2,0.5,0.1
CCCCn1cc(S(=O)(=O)c2ccccc2)c(=O)c2cc(C)ccc21,-13,-2,-15,0.1,-15,3,-5,-0.3,-0.1
Cc1ccc(NC(=O)CCCC2CCCCC2)c(O)c1,-25,9,-11,1.7,5,-9,-7,-1.1,1.4
CC(=O)O[C@]1(C(C)=O)CC[C@H]2[C@@H]3C=C(C)C4=CC(=O)CC[C@@H]4[C@H]3CC[C@@]21C,x,0,-15,-0.2,9,4,2,-2.2,-1.4
CCOCCCNC(=O)c1cc2c(=O)n3cccc(C)c3nc2s1,-16,-4,-10,0.5,-5,12,0,0.8,0.9
Cc1ccc(N2CC(C(=O)Nc3nc4ccc(S(C)(=O)=O)cc4s3)CC2=O)cc1 (stereo not drawn),9,7,-21,0.4,-6,5,-3,0.1,0.2
FC(F)(F)c1ccccc1Cc1c(-c2cccc(Cl)c2)nc2c3ccccc3ccn12,x,-47,x,0.2,-14,16,x,x,x
CC(C)(C)C1CCNC(=O)CC1 (stereo not drawn),x,-1,x,0.6,1,9,x,x,x
COc1ccc(-c2cc(C(=O)Nc3cccnc3)no2)cc1OC,-4,-8,-5,1.1,-11,-3,-6,-0.1,1.1
Cn1c(=O)[nH]c(=O)c2c1nc(N)n2Cc1ccccc1,-12,-11,3,0.9,-14,15,-6,-0.5,-0.1
Cc1ccc(OCCn2c(=S)[nH]c3c(N)ncnc32)cc1,-15,-20,-6,-0.3,3,8,0,0.6,-0.8
CC1CCCC(NC(=O)CN(C)S(=O)(=O)c2cccc3cccnc23)C1C (stereo not drawn),-4,-15,4,2.2,-4,21,-10,-0.7,-0.5
Cc1cc2ccccc2c(=O)n1CC(=O)Nc1ccc2c(c1)OCCO2,-17,-10,-12,2.7,-1,21,-6,-0.5,-0.2
O=C1c2ccccc2NC(c2ccc(-c3ccc(Br)cc3)o2)N1O (stereo not drawn),0,0,-19,0.7,-12,-1,-6,2.1,2.0
Cc1occc1C(=O)NCc1nc(-c2ccc(Cl)cc2)no1,7,-1,-12,1.5,-2,-14,-7,0.6,2.1
COCCNC(=S)NNC(=O)CSCc1ccc(Cl)cc1Cl,-11,19,-13,1.6,-14,11,-7,0.7,0.2

Other structures
canonical_smiles,GPR7 antagonist,TAAR1 antag,CHO parental Ca,M1 ag parental,CHO-K1 Ca antag,M1 PAM parental,OXTR potentiator,OXTR agonist,V1aR counter
Cc1oc(-c2ccc(-c3ccccc3)cc2)nc1CN(CCO)C(C)C,-2,-7,-12,2.4,-3,19,-4,0.9,0.8
CN1C(=O)C2C(c3ccc(N(C)C)cc3)NN(Cc3ccccc3)C2C1=O (stereo not drawn),-9,1,-9,1.5,-14,9,-2,-1.4,0.3
COc1ccc(N2CCN(CC(O)COc3c(OC)cccc3OC)CC2)cc1 (stereo not drawn),-16,-9,-22,6.7,-4,18,1,0.4,0.7
Cc1cccc(NS(=O)(=O)c2ccc(C(=O)NCC(c3ccccc3)N(C)C)cc2)c1C (stereo not drawn),33*,28,x,14,-1,-14,x,x,x
Cc1cc(S(=O)(=O)NC(C)C)ccc1OCC(=O)Nc1ccc2c(c1)OCCO2,-4,-5,-17,1.9,1,-9,-9,0.9,1.0
C/C(CC(=O)NC(C)C)=N\NC(=O)COc1cc(C)c(Br)cc1Br,-4,-19,-6,4.7,-3,18,-6,1.1,2.7
CCOC(=O)Sc1nc2ncncc2[nH]1,x,-8,x,0.0,1,-5,x,x,x
COc1ccc(Cl)cc1NC(=O)COC(=O)CCNS(=O)(=O)c1cccs1,x,2,x,0.6,6,-25,x,x,x
O=C(O)c1ccc(-n2c(-c3ccccc3)n[nH]c2=S)cc1,-2,-5,2,1.3,-17,26,0,0.5,-0.3
O=C(c1ccc2nc3ccc(Cl)cc3c(=O)n2c1)N1CCOCC1,-7,1,-7,0.9,-17,7,3,1.5,0.9

Whole records from above. Order of screens: GPR7 antagonist, TAAR1 antag, CHO parental Ca, M1 ag parental, CHO-K1 Ca antag, M1 PAM parental, OXTR potentiator, OXTR agonist, V1aR counter
Profile of CC(C)OC(=O)N(C)C[C@@H]1OCc2cn(nn2)CCCC(=O)N([C@@H](C)CO)C[C@H]1C → x, -15, x, 0.1, -1, 5, x, x, x
Profile of OC1(c2ccccc2F)CCN(Cc2nnnn2Cc2ccc(F)cc2)CC1 → 10, 24, -27, 0.6, -6, 7, -14, 3.2, 1.6
Profile of Cc1cccc(S(=O)(=O)c2c(N)n(/N=C/c3ccccc3)c3nc4ccccc4nc23)c1 → 6, 8, 0, -0.4, 2, 7, 1, 1.0, -0.4
Profile of CCOC(=O)C1CCN(C(=O)CCS(=O)(=O)c2ccc3c(c2)CCN3C(C)=O)CC1 → 5, -9, -7, 0.5, -16, -3, -16, 0.1, 3.4

Screening results from PubChem BioAssay.
